High-throughput results deposited in PubChem by several laboratories.
GSTO1 counter – inhibitors of recombinant GSTO1, primary screen, counter-screen for RBBP9 inhibitor project, biochemical, fluorescence polarization. Glutathione S-transferase omega-1 (Homo sapiens), P78417. activity-based probe fluorescence polarization. inhibition, % at 5.96 µM. actives 1.1% (n = 300,000);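 active = inhibition above the campaign mean inhibition plus 3 SD, cut at about 35% in these data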;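 also: 0% = GSTO1-1 with DMSO and 100% = wells lacking GSTO1-1 enzyme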
MCL1-BIM inh – inhibitors of MCL1 binding to BIM-BH3, primary screen, biochemical, fluorescence polarization. Induced myeloid leukemia cell differentiation protein Mcl-1 (Homo sapiens), Q07820. GST-MCL1 / FITC-Bim-BH3 fluorescence polarization. inhibition, % at 10.9 µM. actives 0.68% (n = 320,000);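 active = inhibition above the mean inhibition of all tested compounds plus 3 SD, set per campaign, cut at about 40% in these data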;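 also: 0% = DMSO wells and 100% = unlabeled Bim-BH3 peptide control; higher means more loss of mP so more displacement of Bim peptide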
Target sequence (Q07820 whole entry, looked up): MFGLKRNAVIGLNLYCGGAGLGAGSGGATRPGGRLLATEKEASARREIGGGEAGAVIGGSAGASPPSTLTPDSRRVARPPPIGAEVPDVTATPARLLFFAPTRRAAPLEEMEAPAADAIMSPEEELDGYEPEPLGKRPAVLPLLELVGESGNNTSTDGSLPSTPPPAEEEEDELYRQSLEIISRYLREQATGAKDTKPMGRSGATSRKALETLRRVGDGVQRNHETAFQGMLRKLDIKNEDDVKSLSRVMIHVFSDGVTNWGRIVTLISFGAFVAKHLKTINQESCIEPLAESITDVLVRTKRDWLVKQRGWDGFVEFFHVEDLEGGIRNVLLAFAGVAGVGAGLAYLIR
TPT1 inh – Candida albicans TPT1 enzyme inhibitors, primary screen, biochemical, fluorescence polarization. actives 0.81% (n = 300,000). tRNA 2'-phosphotransferase TPT1 (Candida albicans SC5314). inhibition, % at 5 µM. recombinant caTPT1, FP RNA substrate dephosphorylation;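 active = inhibition above the mean of all tested compounds plus 3 SD, set per screening campaign, cut at about 24% in these data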;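 also: plate controls were DMSO alone for no effect and ferristatin control at 100 nM for full effect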
BCLXL inh – inhibitors of human Bcl-xL, primary screen, biochemical, fluorescence polarization, HTS. GST-Bcl-xL / FITC-Bim BH3 peptide fluorescence polarization. AID 2129, 2009. actives 0.7% (n = 320,000). inhibition, % at 10.9 µM. Bcl-2-like protein 1 (Homo sapiens), Q07817;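 active = inhibition above the mean of all tested compounds plus 3 SD, cutoff set per campaign, cut at about 30% in these data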;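 also: 0% = DMSO wells and 100% = unlabeled Bim-BH3 peptide competitor; inhibitors lower millipolarization by displacing the labeled peptide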
Fam108B inh – mouse Fam108B serine hydrolase inhibitors, primary screen, counter-screen for RBBP9 inhibitor project, biochemical, fluorescence polarization | recombinant Fam108B, FP-Rh probe fluorescence polarization | inhibition, % at 9.51 µM | actives 0.33% (n = 300,000) | AID 1947, 2009;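 active = inhibition above the screen mean inhibition plus 3 SD, computed separately per campaign, cut at about 18% in these data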;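 also: inhibitors lower polarization as less probe binds the enzyme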
PME-1 primary – PME-1 inhibitors via competitive probe labeling, primary screen, biochemical, fluorescence polarization, FP-Rh probe, HTS; Protein phosphatase methylesterase 1 (Homo sapiens), Q9Y570; recombinant PME-1; inhibition, % at 5.9 µM; actives 0.53% (n = 320,000);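 active = inhibition above the campaign mean of all compounds plus 3 SD, cut at about 26% in these data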;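 also: competitive labeling of PME-1 active site by serine hydrolase directed probe; 0% = PME-1 with DMSO and 100% = wells lacking PME-1 enzyme; inhibitors block probe labeling so polarization falls and inhibition rises; many of its hits are not listed in these tables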
PAD4 FP inh – human PAD4 inhibitors, primary screen, biochemical, fluorescence polarization, 1536-well format; Protein-arginine deiminase type-4 (Homo sapiens), Q9UM07; recombinant PAD4, RCA probe fluorescence polarization; inhibition, % at 6.36 µM; actives 0.41% (n = 330,000);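 active = percent inhibition above a cutoff equal to the mean of all tested compounds plus 3 SD, cut at about 15% in these data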;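 also: 0% = PAD4 with RCA probe and DMSO and 100% = probe without PAD4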
Target sequence (Q9UM07 whole entry, looked up): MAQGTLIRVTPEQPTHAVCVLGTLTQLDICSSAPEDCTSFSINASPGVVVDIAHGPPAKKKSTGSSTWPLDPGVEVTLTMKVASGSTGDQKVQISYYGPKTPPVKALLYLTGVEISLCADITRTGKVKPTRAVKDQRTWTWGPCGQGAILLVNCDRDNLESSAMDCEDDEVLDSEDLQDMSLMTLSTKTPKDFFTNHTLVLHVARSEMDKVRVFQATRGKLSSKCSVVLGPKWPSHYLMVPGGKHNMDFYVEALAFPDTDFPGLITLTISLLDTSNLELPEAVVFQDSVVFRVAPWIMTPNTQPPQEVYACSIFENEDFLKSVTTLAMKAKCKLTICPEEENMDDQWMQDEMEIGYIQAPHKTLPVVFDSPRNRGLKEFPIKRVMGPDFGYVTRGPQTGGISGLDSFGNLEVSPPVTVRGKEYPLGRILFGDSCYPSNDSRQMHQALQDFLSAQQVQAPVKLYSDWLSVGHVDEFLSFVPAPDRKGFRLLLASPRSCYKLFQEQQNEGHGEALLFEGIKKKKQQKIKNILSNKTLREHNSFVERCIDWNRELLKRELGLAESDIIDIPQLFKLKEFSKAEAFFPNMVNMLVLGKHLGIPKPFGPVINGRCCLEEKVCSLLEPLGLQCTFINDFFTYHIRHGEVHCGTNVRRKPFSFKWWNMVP
GLD-1 RNA inh – GLD-1/TGE RNA complex disruptors, primary screen, biochemical, fluorescence polarization. Female germline-specific tumor suppressor gld-1 (Caenorhabditis elegans), Q17339. purified GLD-1 + fluorescein TGE RNA. inhibition, % at 5.96 µM. actives 0.44% (n = 320,000);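 active = percent inhibition above a per-plate cutoff, the plate mean of test compounds plus 3 SD, cut at about 30% in these data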;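 also: 0% = DMSO wells with GLD-1 and probe and 100% = wells lacking GLD-1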
MEX-5 binding – MEX-5 zinc finger RNA-binding disruptors – biochemical, C. elegans, fluorescence polarization, MLPCN library, primary screen. AID 1832, 2009. activity score (negative = inhibition of binding), % at 10 µM. Zinc finger protein mex-5 (Caenorhabditis elegans), Q9XUB2. actives 0.38% (n = 300,000). MEX-5/FITC-TCR2 RNA binding; hits give low values;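 active = inhibition past about -25% in most replicates, and total fluorescence under double the plate's negative control median, limit read from the data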;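 also: 0% = DMSO and -100% = 5 µM competing unlabeled TCR2 RNA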
* marks the source's active call; other numbers are inactive results; nt = no result given. An excerpt; count on the stated rates, not on these rows.

nr	Structure	GLD-1 RNA inh	PME-1 primary	PAD4 FP inh	BCLXL inh	Fam108B inh
1	N/C(=N\OC(=O)c1ccc([N+](=O)[O-])cc1)c1cccnc1	-6	6	2	7	2
2	Nc1ccc(Oc2ccc(F)cc2)nc1	-4	6	-6	6	1
3	Cc1c(C(=O)N2c3ccccc3Sc3ccccc32)cccc1[N+](=O)[O-]	5	-5	-7	1	-2
4	COC(=O)c1ccccc1NC(=O)Cn1c(=O)n(Cc2ccccc2)c(=O)c2c(C)c(C)sc21	-3	-2	4	-1	-8
5	N#Cc1cccc(S(=O)(=O)NCC(=O)NCCCc2ccccc2)c1	4	3	-7	10	0
6	COc1cc2[nH]c3c(=O)n(N)c(=O)[nH]c3c2cc1OC	-5	-3	-2	7	-2
7	CCN1CCN(CC(=O)Nc2sc3c(c2C#N)CCC(C)C3)CC1 (configuration not stated)	-6	-4	0	10	-4
8	Cc1ccccc1S(=O)(=O)N(CC(O)CN1C(=O)NC(C)(C)C1=O)c1ccccc1 (configuration not stated)	1	4	7	9	7
9	COC(=O)c1sccc1NC(=O)c1ccc(OC)cc1OC	-1	0	25*	2	0
10	CCCNC(=O)Nc1ccccc1C(=O)Nc1ccc(OC)cc1	1	-1	-1	0	-1
11	O=C(CN1CCN(S(=O)(=O)N2CCCCC2)CC1)Nc1cc(Cl)cc(Cl)c1	6	1	-6	6	1
12	CCCCn1c(N)c(N(CC(C)C)C(=O)c2ccc(F)c(S(=O)(=O)N3CCOCC3)c2)c(=O)[nH]c1=O	2	5	5	-2	-1

nr	TPT1 inh	MEX-5 binding	GSTO1 counter	MCL1-BIM inh
1	-6	-0.3	0	6
2	14	-0.5	8	4
3	3	-0.3	-1	-1
4	-2	2.8	3	1
5	0	2.0	28	15
6	0	-5.3	-2	6
7	0	-0.3	9	6
8	0	-0.9	12	0
9	-1	3.7	0	-4
10	1	-0.6	2	2
11	0	2.5	0	0
12	1	0.0	8	-23

(next part)
nr	Structure	GLD-1 RNA inh	PME-1 primary	PAD4 FP inh	BCLXL inh	Fam108B inh
13	Fc1ccccc1N1CC(c2ccccc2)C(c2cccs2)=N1 (configuration not stated)	-6	3	-6	-4	-3
14	N=C1/C(=C\c2ccc(-c3cccc(C(=O)O)c3)o2)C(=O)N=C2SC=C(c3ccccc3)N12	-26	3	-18	0	24*
15	COc1ccc(CCNC(=O)CSc2nccc(=O)[nH]2)cc1OC	0	-2	-4	1	-3
16	CC1SCC(=NOCc2c(Cl)cccc2Cl)CS1 (configuration not stated)	3	2	-7	-1	0
17	Cc1ccc(S(=O)(=O)N2CCCOC2CNC(=O)C(=O)NCc2ccccc2C)cc1 (configuration not stated)	-8	9	5	4	10
18	O=C1CCCc2c1nc(-c1ccco1)n2O	-2	2	-2	3	-1
19	C=CCNC(=O)/C(C#N)=C/c1c(N(Cc2ccccc2)Cc2ccccc2)nc2ccccn2c1=O	1	-6	3	0	-2
20	CCCCN1CC(=O)N2[C@H]3c4cc(Cl)ccc4OC[C@@H]3[C@H](C(=O)OCC)[C@]2(C)C1=O	-2	4	2	-3	nt
21	CCn1cnc2c1c(=O)n(CC(=O)N1CCc3ccccc31)c(=O)n2Cc1ccccc1	0	1	-8	0	-1
22	CC(=O)Oc1ccc(C(=O)c2ccccc2)c(OC(C)=O)c1	-10	-2	-8	-16	-6
23	CC(C)Oc1ccc2nnnn2n1	4	6	4	5	1
24	CC[C@]1(c2cccc(C)c2)C(=O)N(C(=O)OC)N1C(=O)OC	2	-3	5	5	4

nr	TPT1 inh	MEX-5 binding	GSTO1 counter	MCL1-BIM inh
13	2	2.3	-6	-1
14	66*	1.0	-43	41*
15	-1	-1.5	4	-2
16	-3	-1.3	6	4
17	-3	1.4	-4	-4
18	2	0.0	-2	5
19	0	4.3	-2	-8
20	nt	nt	nt	-2
21	0	0.1	7	-5
22	-4	0.3	0	-26
23	-3	-0.9	0	4
24	-1	-2.1	11	14

Part of the list above in order of molar mass, rising:
nr	Structure	GLD-1 RNA inh	PME-1 primary	PAD4 FP inh	BCLXL inh	Fam108B inh
23	CC(C)Oc1ccc2nnnn2n1	4	6	4	5	1
18	O=C1CCCc2c1nc(-c1ccco1)n2O	-2	2	-2	3	-1
22	CC(=O)Oc1ccc(C(=O)c2ccccc2)c(OC(C)=O)c1	-10	-2	-8	-16	-6
24	CC[C@]1(c2cccc(C)c2)C(=O)N(C(=O)OC)N1C(=O)OC	2	-3	5	5	4
9	COC(=O)c1sccc1NC(=O)c1ccc(OC)cc1OC	-1	0	25*	2	0
13	Fc1ccccc1N1CC(c2ccccc2)C(c2cccs2)=N1 (configuration not stated)	-6	3	-6	-4	-3
10	CCCNC(=O)Nc1ccccc1C(=O)Nc1ccc(OC)cc1	1	-1	-1	0	-1
15	COc1ccc(CCNC(=O)CSc2nccc(=O)[nH]2)cc1OC	0	-2	-4	1	-3
21	CCn1cnc2c1c(=O)n(CC(=O)N1CCc3ccccc31)c(=O)n2Cc1ccccc1	0	1	-8	0	-1
8	Cc1ccccc1S(=O)(=O)N(CC(O)CN1C(=O)NC(C)(C)C1=O)c1ccccc1 (configuration not stated)	1	4	7	9	7
20	CCCCN1CC(=O)N2[C@H]3c4cc(Cl)ccc4OC[C@@H]3[C@H](C(=O)OCC)[C@]2(C)C1=O	-2	4	2	-3	nt
14	N=C1/C(=C\c2ccc(-c3cccc(C(=O)O)c3)o2)C(=O)N=C2SC=C(c3ccccc3)N12	-26	3	-18	0	24*
17	Cc1ccc(S(=O)(=O)N2CCCOC2CNC(=O)C(=O)NCc2ccccc2C)cc1 (configuration not stated)	-8	9	5	4	10
19	C=CCNC(=O)/C(C#N)=C/c1c(N(Cc2ccccc2)Cc2ccccc2)nc2ccccn2c1=O	1	-6	3	0	-2

nr	TPT1 inh	MEX-5 binding	GSTO1 counter	MCL1-BIM inh
23	-3	-0.9	0	4
18	2	0.0	-2	5
22	-4	0.3	0	-26
24	-1	-2.1	11	14
9	-1	3.7	0	-4
13	2	2.3	-6	-1
10	1	-0.6	2	2
15	-1	-1.5	4	-2
21	0	0.1	7	-5
8	0	-0.9	12	0
20	nt	nt	nt	-2
14	66*	1.0	-43	41*
17	-3	1.4	-4	-4
19	0	4.3	-2	-8

nr	Structure	GLD-1 RNA inh	PME-1 primary	PAD4 FP inh	BCLXL inh	Fam108B inh
12	CCCCn1c(N)c(N(CC(C)C)C(=O)c2ccc(F)c(S(=O)(=O)N3CCOCC3)c2)c(=O)[nH]c1=O	2	5	5	-2	-1

nr	TPT1 inh	MEX-5 binding	GSTO1 counter	MCL1-BIM inh
12	1	0.0	8	-23

(further entries)
nr	Structure	GLD-1 RNA inh	PME-1 primary	PAD4 FP inh	BCLXL inh	Fam108B inh
25	O=C(CSc1nnc(-c2ccncc2)o1)Nc1cccc(F)c1	-1	-2	0	3	2
26	O=C(O)c1cccc(-c2noc(-c3cccc(Cl)c3)n2)c1	2	-6	0	4	nt
27	CC(C)(C)c1ccc(Oc2ccc(NC(=O)CCCC(=O)O)cn2)cc1	-2	-5	-2	3	0
28	Cc1cccn2cc(CCNC(=O)c3ccco3)nc12	4	-2	-1	5	-1
29	Cc1cccc(N=Cc2c(O)cc(C)oc2=O)c1	1	-220	1	7	1
30	Cc1cccc(OCCCCNCc2ccccc2)c1	-6	-2	-4	7	2
31	c1ccc(Oc2ncnc3oc(-c4ccccc4)cc23)cc1	4	-1	1	1	1
32	NS(=O)(=O)c1ccc(NC(=O)/C=C/c2cn(-c3ccccc3)nc2-c2cccc(Cl)c2)cc1	-4	-164	-22	-6	-135
33	Cc1ccc(S(=O)(=O)NNC(=O)c2sc(=S)n(C)c2C)cc1	6	0	-5	-1	-1
34	CSCC(O)Cn1ncc2ccccc2c1=O (configuration not stated)	-1	3	-2	0	4
35	Cc1ccc(C(=O)COC(=O)CNC(=O)C(c2ccccc2)c2ccccc2)cc1[N+](=O)[O-]	4	2	1	5	3
36	Cc1cccc(NC(=O)CN2C(=O)S/C(=C\c3cc(C)n(C)c3C)C2=O)c1	-16	-1	-3	-8	-5

nr	TPT1 inh	MEX-5 binding	GSTO1 counter	MCL1-BIM inh
25	2	0.2	-3	-3
26	nt	nt	nt	8
27	0	-0.2	-5	0
28	3	-1.5	2	7
29	-3	2.5	-12	10
30	2	0.3	4	9
31	-2	0.9	-2	4
32	3	-13	-74	-15
33	1	1.1	2	8
34	2	-0.2	1	0
35	-1	-3.3	-1	-2
36	16	-0.9	-4	-12

(further entries)
nr	Structure	GLD-1 RNA inh	PME-1 primary	PAD4 FP inh	BCLXL inh	Fam108B inh
37	CCOc1cc(/C=C(/C#N)c2nc3ccccc3[nH]2)ccc1OCc1ccc(C(=O)O)o1	0	-8	-12	2	-7
38	N#Cc1ccc(CSc2nnc(NC(=O)C3CCCO3)s2)cc1 (configuration not stated)	4	0	2	0	7
39	CCc1ccc2c(c1)cc(C)c1nnc(SCC(=O)Nc3cc(OC)c(OC)cc3C(=O)O)n12	3	3	-1	1	2
40	O=C(C[n+]1cccc(/C=N/O)c1)N(Cc1ccccc1)Cc1ccccc1	4	2	0	-2	-3
41	CCN(CC)C(=O)CN(C#N)c1nc(C)cc(C)n1	3	0	-3	0	-1
42	CCOc1ccc2nc(-c3ccccc3)nc(SCC(=O)Nc3ncc(C)s3)c2c1	13	0	-4	-3	-4
43	NS(=O)(=O)c1ccc(CCNC(=O)c2ccc3ccccc3n2)cc1	-3	2	-7	-3	-1
44	COc1cccc(NCc2nnc(SCC(=O)NC3CCS(=O)(=O)C3)n2C2CCCCC2)c1 (configuration not stated)	3	-2	-2	-9	-4
45	Cc1cc(NC(=O)CSc2nnc(NCc3ccccc3)s2)no1	-3	-11	-7	-4	-3
46	O=C(NCc1ccc(F)cc1)C1CCCN1C(=O)Nc1ccc(Cl)cc1 (configuration not stated)	0	2	-1	4	3
47	Cc1cccc2cc(CN(CC3CCCO3)S(=O)(=O)c3ccccc3)c(=O)[nH]c12 (configuration not stated)	-5	-1	-2	7	1

nr	TPT1 inh	MEX-5 binding	GSTO1 counter	MCL1-BIM inh
37	7	-7.6	-29	-7
38	-1	-3.5	4	7
39	-1	-1.6	1	3
40	4	-1.1	-6	-4
41	-2	-1.4	6	4
42	-3	2.9	-1	-9
43	5	1.0	-2	-9
44	3	0.0	7	-8
45	2	-1.2	2	1
46	-1	-0.5	4	7
47	-2	-0.5	-5	0
